# Pol eta inh: DNA polymerase eta (human) inhibition. recombinant Pol eta, fluorescent DNA replication assay. hit rate 1.2% among 390,000. Potency, µM (highest dose often 114 µM), for inactives: top-dose activity change, negative = inhibition, usual class: inhibitors. AID 588591; also: potency is read from the fitted curve at half-maximal effect; % is scaled to controls: 0 for no effect and ±100 for the full control effect
#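 Fluorescent replication assay: 50 nM final substrate added after a 15 min room-temperature compound preincubation with 10 nM enzyme. Signal taken at 0 min and again at 10 min.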
# POLB inh: inhibitors of human DNA polymerase beta | P06746 | Pol beta primer extension/strand displacement, fluorescence kinetic | Potency, µM (doses to about 114 µM), without a hit: top-dose activity change, negative = inhibition, most hits filed as inhibitors | hit rate 1.3% among 340,000; also: potency is read from the fitted curve at half-maximal effect; % is scaled to controls: 0 for no effect and ±100 for the full control effect
#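 Pol beta (10 nM) and compounds were preincubated 15 min at room temperature, then 50 nM substrate (final) started primer extension/strand displacement. Reads were taken at 0 and 10 min; concentration-response data were fitted to a four-parameter Hill equation.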
# Tb PGK inh: inhibitors of T. brucei phosphoglycerate kinase. P07378. PGK/GAPDH coupled, Kinase-Glo luminescence, 60 min. Potency, µM (top dose mostly 57.5 µM), for inactives: top-dose activity change, negative = inhibition, hits mostly inhibitors. hit rate 0.043% among 380,000. AID 602233; also: potency is read from the fitted curve at half-maximal effect; % is scaled to controls: 0 for no effect and ±100 for the full control effect; nearly all actives have a fitted effect of over 60% in size
#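 Luminescent ATP detection (Kinase-Glo Plus) follows a 60-minute room-temperature incubation, with wells lacking PGK as controls. Buffer: 100 mM TEA (pH 7.6), 5 mM MgCl2, 0.01% Tween-20. Coupling enzyme GAPDH (100 nM final) supplies unstable 1,3-BPG in-well.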
# APEX1 inh: APE1 (human) endonuclease inhibition; P27695; recombinant APE1, TAMRA/BHQ-2 abasic DNA cleavage fluorescence; Potency, µM (highest dose often 65.8 µM), for inactives: at the highest dose activity change, negative = inhibition, hits mostly inhibitors; hit rate 0.35% among 350,000; AID 2517;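 also: potency is read from the fitted curve at half-maximal effect; plate controls were vehicle for no effect and reference inhibitor for full effect; nearly all actives have a fitted effect of over 55% in size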
#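 Enzyme (0.75 nM final) and test compound are incubated 15 min at room temperature before adding 50 nM quenched THF abasic-site duplex. Cleavage dequenches TAMRA, followed at 525/598 nm over three reads one minute apart.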
# POLK inh: inhibitors of human DNA polymerase kappa; purified Pol kappa, fluorescent DNA synthesis assay, 10 min; Potency, µM (top dose mostly 107 µM), for inactives: at the highest dose activity, negative = inhibition, most hits filed as inhibitors; hit rate 0.53% among 400,000; AID 588579; also: potency is read from the fitted curve at half-maximal effect; % is scaled to controls: 0 for no effect and ±100 for the full control effect
#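 Readout: fluorescence, taken kinetically at 0 and 10 min. Conditions: 10 nM Pol kappa, 15 min RT compound preincubation, 50 nM substrate final. Controls: enzyme-free buffer wells.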
# RXFP1 antagonist: RXFP1 (human) relaxin receptor antagonism. Q9HBX9. HEK293-RXFP1, relaxin-stimulated cAMP HTRF, 30 min; hits give low values. activity change, negative = inhibition, % at 57.5 µM. hit rate 0.59% among 350,000;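 active = activity change of -60% or lower, but not beyond a set lower limit; inconclusive = change between -60% and -40%, or beyond the set limit; inactive = change above -40%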; also: % is scaled to controls: 0 for no effect and ±100 for the full control effect
# BLM helicase inh: inhibitors of human Bloom syndrome helicase BLM; P54132; recombinant BLM DNA unwinding, fluorescence dequenching; Potency, µM (doses to about 56.1 µM), for the others: top-dose activity change, negative = inhibition, usual class: inhibitors; hit rate 0.2% among 350,000; AID 2528;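 also: potency is read from the fitted curve at half-maximal effect; plate controls were vehicle for no effect and no enzyme for full effect; nearly all actives have a fitted effect of over 35% in size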
# Pol iota inh: inhibitors of human DNA polymerase iota | Potency, µM (titrated, usually from 115 µM), for inactives: top-dose activity, negative = inhibition, usual class: inhibitors | Pol iota fluorescent replication assay, 10 min | Q9UNA4 | hit rate 1% among 390,000; also: potency is read from the fitted curve at half-maximal effect
# Target sequence (Q9UNA4 whole entry, looked up): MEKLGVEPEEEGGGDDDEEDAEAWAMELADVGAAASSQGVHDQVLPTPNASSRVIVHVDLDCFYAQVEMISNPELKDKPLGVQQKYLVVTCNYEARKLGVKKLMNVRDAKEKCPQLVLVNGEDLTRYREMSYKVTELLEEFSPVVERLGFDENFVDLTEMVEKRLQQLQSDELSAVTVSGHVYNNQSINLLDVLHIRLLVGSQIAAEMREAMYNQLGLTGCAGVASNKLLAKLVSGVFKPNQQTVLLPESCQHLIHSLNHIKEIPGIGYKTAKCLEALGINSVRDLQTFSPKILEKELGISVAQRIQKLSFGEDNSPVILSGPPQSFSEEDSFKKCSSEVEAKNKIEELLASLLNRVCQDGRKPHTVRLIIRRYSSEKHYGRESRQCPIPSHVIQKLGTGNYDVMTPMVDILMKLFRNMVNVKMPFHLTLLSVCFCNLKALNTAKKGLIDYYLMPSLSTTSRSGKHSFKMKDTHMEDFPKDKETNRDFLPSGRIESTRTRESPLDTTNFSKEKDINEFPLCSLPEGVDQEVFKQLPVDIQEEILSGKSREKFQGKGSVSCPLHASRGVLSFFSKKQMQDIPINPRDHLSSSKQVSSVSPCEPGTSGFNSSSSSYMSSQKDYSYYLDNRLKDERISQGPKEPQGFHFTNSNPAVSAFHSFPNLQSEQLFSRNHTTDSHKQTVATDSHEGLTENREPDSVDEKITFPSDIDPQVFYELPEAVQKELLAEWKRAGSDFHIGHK
#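 Pol iota at 10 nM preincubated 15 min with compounds at room temperature; reaction started with fluorescent substrate, 50 nM final. Fluorescence read kinetically at 0 and 10 min; buffer-only wells as negative control.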
# Apoferritin bind: candidate novel general anesthetic via apoferritin binding; P02791; apoferritin/1-aminoanthracene competitive binding, fluorescence; Potency, µM (doses to about 77.5 µM), for inactives: at the top dose activity change, negative = displacement, hits mostly inhibitors; hit rate 0.074% among 350,000; also: potency is read from the fitted curve at half-maximal effect; % is scaled to controls: 0 for no effect and ±100 for the full control effect; nearly all actives have a fitted effect of over 20% in size
# Target sequence (P02791 2-175 limits assumed): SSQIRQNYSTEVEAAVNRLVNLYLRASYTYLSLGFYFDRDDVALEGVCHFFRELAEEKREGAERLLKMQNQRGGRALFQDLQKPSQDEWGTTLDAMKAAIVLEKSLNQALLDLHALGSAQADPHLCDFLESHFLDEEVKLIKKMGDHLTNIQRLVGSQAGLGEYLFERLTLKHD
#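 Apoferritin-based anesthetic binding model; compound displacement of fluorescent 1-AMA measured as endpoint fluorescence after 10 minutes at room temperature, scaled to free-ligand and complex controls.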
# Starred values were filed as active, the others as inactive; i = inactive; ? = inconclusive; nt = not tested or not shown; & = joins results of further samples; [ ] = dose if it differs, or a comment. Unless noted, calls follow the shape of the dose curve; as a rule, active = well fitted curve in the direction sought with a large enough effect; inconclusive = small, poorly fitted or top-dose-only effect, or another doubt; inactive = no such curve, though single readings can be large; an effect the other way counts as inactive or inconclusive. These rows are one share of the data; rates above refer to the full screens.
# Sample of the layout:
No.	Structure	Pol eta inh	POLB inh	Tb PGK inh	APEX1 inh	POLK inh	RXFP1 antagonist	BLM helicase inh	Pol iota inh	Apoferritin bind
1	CCOC(=O)c1[nH]c(C)c(C(=O)OCC(=O)N2c3ccccc3CC2C)c1C (stereo not drawn)	-19%	3%	1%	-4%	-9%	-4	-4%	9%[58.9 µM]	?
2	c1ccc(-c2noc(-c3cccc4ccccc34)n2)cc1	-16%	-1%	i	1%	2%	1	-4%	-4%	-12%
3	COC(=O)CCCCC1SCC2NC(=O)NC21 (stereo not drawn)	8%	35%	1%	1%	-9%	-5	-2%	61%[activator]	1%
4	O=C(CSc1nc2ccccc2[nH]1)Nc1nc(-c2ccccc2)c(-c2ccccc2)o1	-10%	-3%	3%	1%	-6%	-6	-1%	10%	-14%
5	COc1ccccc1NS(=O)(=O)c1cc(NC(=O)C2=NNC(=O)CC2)ccc1C	-3%	nt	1%	-1%	-6%	3	nt	-4%	nt
6	O=S(=O)(c1cccc(C(F)(F)F)c1)N1CCCC1c1cccnc1 (stereo not drawn)	-5%	-2%	i	3%	-3%	1	0%	46%[activator]	-4%
7	O=C1CC2(CCCC2)C(=O)N1CN1CCN(S(=O)(=O)c2ccc(F)cc2F)CC1	-8%	nt	5%	2%	-13%	-15	nt	91%[activator]	nt
8	CSc1ccc(S(=O)(=O)N2CCC(C(=O)NCc3ccco3)CC2)cc1	-15%	9%	i	82%[activator]	-5%	-14	-2%	59%[activator]	-4%
9	Cc1cnn(C(=S)NCCc2ccccc2)c1	-15%	4%	-1%	11%	1%	3	-2%	-3%	-8%

# All compounds of this part, from the start:
No.	Structure	Pol eta inh	POLB inh	Tb PGK inh	APEX1 inh	POLK inh	RXFP1 antagonist	BLM helicase inh	Pol iota inh	Apoferritin bind
1	CCOC(=O)c1[nH]c(C)c(C(=O)OCC(=O)N2c3ccccc3CC2C)c1C (stereo not drawn)	-19%	3%	1%	-4%	-9%	-4	-4%	9%[58.9 µM]	?
2	c1ccc(-c2noc(-c3cccc4ccccc34)n2)cc1	-16%	-1%	i	1%	2%	1	-4%	-4%	-12%
3	COC(=O)CCCCC1SCC2NC(=O)NC21 (stereo not drawn)	8%	35%	1%	1%	-9%	-5	-2%	61%[activator]	1%
4	O=C(CSc1nc2ccccc2[nH]1)Nc1nc(-c2ccccc2)c(-c2ccccc2)o1	-10%	-3%	3%	1%	-6%	-6	-1%	10%	-14%
5	COc1ccccc1NS(=O)(=O)c1cc(NC(=O)C2=NNC(=O)CC2)ccc1C	-3%	nt	1%	-1%	-6%	3	nt	-4%	nt
6	O=S(=O)(c1cccc(C(F)(F)F)c1)N1CCCC1c1cccnc1 (stereo not drawn)	-5%	-2%	i	3%	-3%	1	0%	46%[activator]	-4%
7	O=C1CC2(CCCC2)C(=O)N1CN1CCN(S(=O)(=O)c2ccc(F)cc2F)CC1	-8%	nt	5%	2%	-13%	-15	nt	91%[activator]	nt
8	CSc1ccc(S(=O)(=O)N2CCC(C(=O)NCc3ccco3)CC2)cc1	-15%	9%	i	82%[activator]	-5%	-14	-2%	59%[activator]	-4%
9	Cc1cnn(C(=S)NCCc2ccccc2)c1	-15%	4%	-1%	11%	1%	3	-2%	-3%	-8%
10	CC1(C)CC(=O)C2=C(C1)N(c1ccccc1)C(=O)CC2c1ccc(O)cc1 (stereo not drawn)	-4%	36%	-3%	1%	-1%	3	-10%	-5%	-4%
11	O=C(CCSc1ccccc1)N1CCN(C(=O)c2ccco2)CC1	7%	3%	nt	7%	-1%	-18	-8%	16%	-2%
12	CCC1CN(S(=O)(=O)c2cc(-c3onc(C)c3C)ccc2C)c2cc(Cl)ccc2O1 (stereo not drawn)	-21%	6%	-10%	nt	4%	-28	-5%	-10%	26%
13	COc1ccc(-c2[nH]ncc2C=O)cc1OC	-25%	-23%	-3%	-2%	-11%	-13	-8%	66%[activator]	-3%
14	CC(Sc1ccccc1)C(=O)N1CCN(S(=O)(=O)c2ccccc2)CC1 (stereo not drawn)	-12%	10%	i	68%[activator]	3%	-16	-4%	7%	-9%
15	CSc1nc(C)cc(C)c1C(N)=O	5%	35%	-8%	15%	-22%	10	6%	-9%	15%
16	Cc1cccc(C)c1NC(=O)C(Cl)C(=O)c1ccccc1 (stereo not drawn)	-22%	38%	8%	-7%	-5%	-21	-2%	?	-7%
17	COc1ccc(NS(=O)(=O)c2cc3c(cc2C)N(C(C)=O)CCO3)cc1	-9%&-13%	19%&6%	0%	9%	4%&-7%	4&9	1%&-4%	31%&-1%[activator]	-7%&-12%
18	CC(C)(C)c1cnnn1-c1ccc(NC(=O)c2ccc3c(c2)OCO3)cc1	-7%	10%	3%	-5%	-9%	5	-9%	?	?
19	Cc1c(C(=O)O)sc(=S)n1-c1ccccc1	5%	1%	-2%	1%	-17%	-4	-3%	3%	0%
20	Cn1nnnc1SCC(=O)Nc1sccc1C(N)=O	7%	nt	5%	22%	-11%	12	nt	30%[activator]	nt
21	CC(C)c1ccc(OCC(=O)N2CCCCCC2)c(Br)c1	-26%	-1%	12%	-2%	-2%	-17	0%	20%	?
22	Cc1cc(NC(=O)c2cnn3c(C(F)F)cc(C4CC4)nc23)no1	4%	21%	-6%	-4%	-12%	-10	-2%	15%	5%
23	O=C1CCC[C@@H]2Cc3nc4cc5c(cc4cc3[C@@H]3CCN1[C@H]23)OCO5	4%	nt	-13%	nt	4%&7%	nt	nt	22%&59%	nt
24	Cc1ccc(C)c(N2CCN(C(=O)CCCn3c(=O)c4cccn4c4cccnc43)CC2)c1	-15%	0%	i	-3%	-4%	-14	-8%	-4%	-7%
25	Cn1c(N)c(C(=O)CSc2nnc(-c3c[nH]c4ccccc34)n2C2CC2)c(=O)[nH]c1=O	?	nt	-17%	?	-38%	2	nt	40µM*	nt
26	CCCCNC(=O)CCn1c(=O)c2ccccc2n(CC(=O)NCCc2ccc(OC)c(OC)c2)c1=O	-3%	24%	8%	1%	-7%	4	3%	14%	0%
27	CCN(CC)CCOc1ccc2c(c1)C(=NNC(=O)c1ccccn1)c1cc(OCCN(CC)CC)ccc1-2	22µM*	2.8µM*	0%	26%	10µM*	-2	-6%	?	-6%
28	CCOc1ccccc1NC(=O)C1=C(C)Nc2ncnn2C1c1cccs1 (stereo not drawn)	0%	15%	-4%	nt	-3%[60.1 µM]	nt	3%	-26%	-1%
29	O=C(Nc1ccccc1)NC1(C(=O)NCc2ccc3c(c2)OCO3)CCCCC1	-8%	?	-1%	-4%	0%	2	0%	-2%	7%
30	CCCc1cc(=O)oc2c(CN(CC)CC)c(O)c(Cl)cc12	-21%	-5%	2%	0%	9%	-11	-1%	7%	541%[activator]
31	CCOc1ccccc1NC(=O)CSCC(=O)Nc1ccccc1	-17%	5%	21%	14%	-6%	13	-1%	-11%	-11%
32	Cc1ccccc1Cn1cnc2nc3c(cc2c1=O)CC(C)CC3 (stereo not drawn)	-18%	3%	1%	nt	-4%[60.1 µM]	9	2%	17%	-29%
33	CN1CCN(C(=S)Nc2cccc(Cl)c2)CC1	-6%	47%	-6%	23%	-12%	7	-16%	13%	-19%
34	COc1cc(-c2nnc(-c3ccncc3)o2)ccc1OCc1ccccc1	6%	20%	-2%	14%	-5%	5	2%	-2%	-9%
35	Cc1ccc(NC(=O)c2ccc(CSc3nnc(C)s3)cc2)cc1	-9%	-11%	5%	1%	-7%	-3	3%	?	-14%
36	Cc1nc(Cc2nnc(SCC(=O)Nc3c(C)cccc3C)o2)cs1	9%	nt	-6%	6%	-10%	-4	nt	-12%	nt
37	Cc1ccc(C)c(Oc2coc3cc(OCC(=O)Nc4ccccc4C(C)C)ccc3c2=O)c1	nt	3%	nt	-4%	nt	nt	-5%	nt	-15%
38	Cc1noc(-c2ccc(NCc3ccccc3)c([N+](=O)[O-])c2)n1	0%	-2%	-6%	nt	-8%	nt	-2%	-7%	0%
39	CCOc1ccccc1-n1c(CNc2ccc(F)cc2)nnc1SCC(=O)NCc1ccco1	-11%	-5%	-2%	2%	6%	-5	-13%	5%	-13%
40	CC12CCC(C(=O)N(CC(O)CN3CCN(Cc4ccccc4)CC3)C1=O)C2(C)C (stereo not drawn)	-22%	33%	-5%	4%	12%	-25	0%	14%	-2%
41	CN(C)CCCNc1nc2sc3c(c2c(=O)n1CCc1ccccc1)CCCCC3	-7%	2%	3%	7%	-15%	?	-1%	246%[activator]	-15%
42	CCCCc1c(C)nc2c(OC)cccc2c1SCCC(=O)O	-11%	2%	-6%	8%	-3%	2	1%	0%	2%
43	COc1cc(NC(=O)Nc2cccc3cccnc23)cc(OC)c1OC	-13%	?	-8%	-22%	-10%	0	-14%	11%	?
44	COc1ccc(/C=N/NC(=O)CCOc2ccccc2C)cc1OC	-13%	7%	-3%	7%	-3%	-4	-13%	14%	-15%
45	COc1ccc([C@H]2/C=C\CN(C(=O)c3ccc(C)cc3)[C@@H](C)C(=O)N2Cc2ccc(F)cc2)cc1	-20%	nt	-9%	nt	-2%	nt	nt	18%	nt
46	CC(C)(O)[C@@H]1CC(=O)[C@]2(C)[C@H](CC[C@@]3(C)[C@H](c4ccoc4)OC(=O)[C@H]4O[C@]432)[C@@]1(C)/C=C\C(=O)O	-4%	nt	-6%	13%	0%	nt	nt	12%	nt
47	Cc1cc(C)cc(C(=O)NC(=S)Nc2ccc(-c3cc4ccccc4oc3=O)cc2)c1	-16%	-14%	0%	4%	-4%	-3	-1%	21%	-7%
48	COCCNC(=O)c1ccccc1NC(=O)CN(c1ccc2c(c1)OCO2)S(C)(=O)=O	-3%	13%	-9%	4%	-8%	-14	-4%	-9%	-9%

# High-throughput results (PubChem BioAssay)
